mIDH1 inhibitor – inhibitors of human mutant IDH1 R132H | IDH1-R132H enzyme, NADPH consumption, diaphorase/resazurin fluorescence | Potency, µM (doses to about 76.6 µM), inactives show at the highest dose activity change, negative = inhibition, actives largely listed as inhibitors | 390,000 compounds, 0.093% hits | AID 602179; further: potency means the concentration at half of the fitted maximal effect; on the % scale 0 is the no-effect control and ±100 the full control effect; nearly all actives have a fitted effect of over 65% in size
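IDH1-R132H (0.5 ug/mL) preincubated 30 min with compound, then NADPH (0.016 mM) and alpha-KG (2 mM) added; 80 min at RT, pH 7.5. Remaining NADPH coupled via diaphorase/resazurin to fluorescence (540/590 nm); concentration-response curves normalized to no-enzyme control.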
TrxR1 substrate – substrates of rat thioredoxin reductase 1 | Potency, µM (doses to about 114 µM), for inactives: at the highest dose activity change, negative = substrate turnover | O89049 | 390,000 compounds, 0.01% hits | purified TrxR1 substrate turnover, NADPH consumption readout; further: potency means the concentration at half of the fitted maximal effect; on the % scale 0 is the no-effect control and ±100 the full control effect; nearly all actives have a fitted effect of over 50% in size
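Rat TrxR1, dispensed at 90 nM, was prereduced with 400 uM NADPH (final) for 5 min at ~22 deg C, then incubated with compound 15 min before 400 uM selenite. A first-read NADPH fluorescence drop versus no-compound background flagged substrates.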
USP1-UAF1 inh – inhibitors of human USP1/UAF1 deubiquitinase. O94782. recombinant USP1/UAF1, Ub-Rhodamine cleavage fluorescence. Potency, µM (titrated, usually from 57.1 µM), for the others: top-dose activity change, negative = inhibition, actives largely listed as inhibitors. 390,000 compounds, 0.23% hits; further: potency means the concentration at half of the fitted maximal effect; on the % scale 0 is the no-effect control and ±100 the full control effect; nearly all actives have a fitted effect of over 60% in size; inactives centre near -12
Target sequence (O94782 whole entry, looked up): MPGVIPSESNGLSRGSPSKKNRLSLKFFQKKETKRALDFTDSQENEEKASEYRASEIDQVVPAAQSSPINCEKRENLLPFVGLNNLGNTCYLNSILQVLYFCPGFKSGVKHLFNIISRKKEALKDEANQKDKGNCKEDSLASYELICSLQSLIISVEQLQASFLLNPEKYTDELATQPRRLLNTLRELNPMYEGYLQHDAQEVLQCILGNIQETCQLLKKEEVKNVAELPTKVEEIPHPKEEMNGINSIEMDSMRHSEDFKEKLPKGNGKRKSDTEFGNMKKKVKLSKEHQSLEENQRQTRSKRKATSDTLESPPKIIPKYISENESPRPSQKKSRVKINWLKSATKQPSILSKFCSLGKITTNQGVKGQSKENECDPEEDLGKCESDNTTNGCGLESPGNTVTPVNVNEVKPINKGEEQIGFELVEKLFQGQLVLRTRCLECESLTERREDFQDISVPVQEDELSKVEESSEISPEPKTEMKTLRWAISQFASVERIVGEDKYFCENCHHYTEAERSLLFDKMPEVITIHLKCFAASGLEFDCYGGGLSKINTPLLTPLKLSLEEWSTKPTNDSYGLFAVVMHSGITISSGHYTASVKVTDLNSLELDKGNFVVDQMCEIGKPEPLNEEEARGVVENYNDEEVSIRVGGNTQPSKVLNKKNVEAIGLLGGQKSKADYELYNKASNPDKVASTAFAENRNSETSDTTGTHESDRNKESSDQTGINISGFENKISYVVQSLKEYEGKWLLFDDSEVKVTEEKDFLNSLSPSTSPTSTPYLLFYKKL
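In this screen, compounds sit with the deubiquitinase complex (1nM) for 15 min at room temperature before Ub-Rho is added at 150nM final. Fluorescence rise is then followed for 6 reads every 60 seconds.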
TrxR1 inh – rat TrxR1 inhibition. Potency, µM (highest dose often 114 µM), for the others: top-dose activity change, negative = inhibition, hits mostly inhibitors. O89049. recombinant rTrxR1, NADPH fluorescence consumption, selenite substrate. 390,000 compounds, 1% hits; further: potency means the concentration at half of the fitted maximal effect; on the % scale 0 is the no-effect control and ±100 the full control effect; nearly all actives have a fitted effect of over 65% in size
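Rat TrxR1 (90 nM in the dispensed reagent) was pre-reduced with 400 uM NADPH for 5 min at room temperature, then incubated with compound for 15 min. After 400 uM selenite was added, NADPH fluorescence (Ex 340/Em 450 nm) was followed for 8 min.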
GLS inhibitor – blocks human kidney-isoform glutaminase activity; 410,000 compounds, 0.21% hits; O94925; GLS enzymatic activity, qHTS titration; Potency, µM (top dose mostly 45.5 µM), without a hit: at the highest dose activity change, negative = inhibition, hits mostly inhibitors; AID 624170; further: potency means the concentration at half of the fitted maximal effect; on the % scale 0 is the no-effect control and ±100 the full control effect
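Assay buffer: 45 mM KH2PO4 pH 8.2, 0.02% Tween-20. hKGA acts on L-glutamine (1 mM solution added); product glutamate is reported by an oxidase/peroxidase Amplex Red coupling, with fluorescence taken at baseline and 30 min.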
PGK inhibitor – blocks T. brucei phosphoglycerate kinase; P07378; PGK/GAPDH coupled, Kinase-Glo luminescence, 60 min; Potency, µM (titrated, usually from 57.5 µM), inactives show at the top dose activity change, negative = inhibition, actives largely listed as inhibitors; 380,000 compounds, 0.043% hits; AID 602233; further: potency means the concentration at half of the fitted maximal effect; on the % scale 0 is the no-effect control and ±100 the full control effect; nearly all actives have a fitted effect of over 60% in size
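Luminescent ATP detection (Kinase-Glo Plus) follows a 60-minute room-temperature incubation, with wells lacking PGK as controls. Buffer: 100 mM TEA (pH 7.6), 5 mM MgCl2, 0.01% Tween-20. Coupling enzyme GAPDH (100 nM final) supplies unstable 1,3-BPG in-well.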
PI4K2A block – inhibitors of human PI4K2A; Q9BTU6; 420,000 compounds, 0.13% hits; purified PI4K2A, ADP-Glo luminescence, 1 h; hits give low values; activity change, negative = inhibition, % at 76.9 µM; in the data active means activity change below about -50%; inconclusive means mostly about -30% to -49%;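 further: -100% = wells without enzyme as full effect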
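ADP-Glo luminescence measured ADP generated by PI4K2A enzyme (4 ug/mL before mixing) with 1.2 mM PI substrate (pre-mix) and 300 microM ATP (pre-mix). Tris pH7.5 buffer with MgCl2, Triton X-100; 1 h reaction at ambient temperature.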
HP1b binding inh – inhibitors of HP1-beta chromodomain binding to methylated histone tails. Potency, µM (highest dose often 114 µM), without a hit: at the highest dose activity change, negative = inhibition, actives largely listed as inhibitors. 390,000 compounds, 0.56% hits. AID 540317. AlphaScreen HP1-beta / biotin-H3K9me3 peptide binding; further: potency means the concentration at half of the fitted maximal effect; nearly all actives have a fitted effect of over 70% in size; inactives centre near 23
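HP1-beta protein (50 nM final) preincubated 30 min at room temperature with biotinylated H3(1-18)K9me3 peptide (50 nM) in PBS pH 7.4, 0.01% Tween-20, then compound added for 30 min. AlphaScreen streptavidin donor/nickel chelate acceptor beads (10 ug/mL final), 30 min dark, luminescence read.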
Pin1 inhibitor – blocks the human prolyl isomerase Pin1 | Potency, µM (titrated, usually from 115 µM), inactives show at the top dose activity, negative = inhibition, most hits filed as inhibitors | 390,000 compounds, 0.009% hits | AID 504891 | Q13526 | Pin1 FP peptide displacement, HiFluor488, 10 min; active means well fitted inhibition curve with a large enough effect in the polarisation, with a control signal flat, not every such curve was filed as active; inconclusive means small, poorly fitted or top-dose-only effect, or effect the other way, or a change in a side signal; inactive means no such curve, though single readings can be large or run the other way; the % refers to the polarisation; further: potency means the concentration at half of the fitted maximal effect; on the % scale 0 is the no-effect control and ±100 the full control effect
Target sequence (Q13526 whole entry, looked up): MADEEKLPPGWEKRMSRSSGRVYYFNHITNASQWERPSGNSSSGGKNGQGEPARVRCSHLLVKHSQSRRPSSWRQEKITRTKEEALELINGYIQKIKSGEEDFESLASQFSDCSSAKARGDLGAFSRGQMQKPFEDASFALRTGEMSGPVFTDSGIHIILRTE
Numbers without * were called inactive; i = inactive; ? = inconclusive; . = not tested or not shown; & = joins results of further samples; [ ] = another dose, or the depositor's remark. Unless noted, the call rests on the fitted dose curve; in most records, active means well fitted curve in the direction sought with a large enough effect; inconclusive means small, poorly fitted or top-dose-only effect, or another doubt; inactive means no such curve, though single readings can be large; an effect the other way counts as inactive or inconclusive.

Compound,mIDH1 inhibitor,TrxR1 substrate,USP1-UAF1 inh,TrxR1 inh,GLS inhibitor,PGK inhibitor,PI4K2A block,HP1b binding inh,Pin1 inhibitor
Cc1ccc(NC(=O)C2C3C=CC4(CN(Cc5cccnc5)C(=O)C24)O3)cc1F (centres undefined),-6%,-4%,-10%,-4%,2%,8%,2,40%[activator],5%
NC(=O)CC(NC(=O)c1ccccc1)c1ccc(NCc2ccc(F)c(F)c2)c([N+](=O)[O-])c1 (centres undefined),-6%,-6%,11%,8%[57.1 µM],10%,1%,-2,3%,19%
CCOc1ccccc1NS(=O)(=O)c1cn(C)nc1C,8%,10%[57.1 µM],-8%,24%[57.1 µM],-5%,4%,1,38%[activator],0%
COC(=O)c1cc(-c2c(C)oc3cc(OC(C)C)ccc3c2=O)c(C)o1,0%,-6%,-9%,6%,-4%,-10%,0,8%,-1%
CC1CN(C(=O)COC(=O)Cc2ccc(Cl)cc2)CC(C)O1 (centres undefined),12%,6%,-13%,10%,-6%,-11%,-2,47%[activator],-3%
Cc1ccc(C(=O)N/C(=C\c2ccc(-c3cccc([N+](=O)[O-])c3)o2)C(=O)NC(C)(C)C)cc1,5%,-15%,-8%,-15%,0%,-7%,4,16%,-4%
OCCC1CN(Cc2cnc(-c3ccccc3)s2)CCN1C1CCCCC1 (centres undefined),0%,1%,-19%,8%,-8%,-7%,5,21%[57 µM],-5%
CCN(C(=O)c1ccc(NC(=O)Cc2ccccc2)cc1)c1ccccc1,-4%,3%,-17%,17%,-5%,-3%,5,31%,-1%
CCCC(=O)Nc1ccccc1NC(=O)c1ccc(OC)cc1,0%,-4%[57.1 µM],-22%,12%[57.1 µM],12%,-6%,5,6%,1%
O=C(N/N=C/c1cc(Br)cc(Br)c1O)c1cccc(N2CCCC2=O)c1,-10%,-5%,-15%,-8%,3%,-4%,-1,35%,?
O=C(Nc1ccc(Cl)cc1Cl)c1cc2ccccc2o1,-1%,25%,-34%,11%[57.1 µM],-8%,-9%,-3,24%,0%
Cc1ccccc1NC(=O)N1CCN(C(=O)c2ccco2)CC1,7%,12%,-3%,40%[activator],2%,.,-3,11%,-3%
FC(F)(F)Oc1ccc(Nc2nc3ccccc3o2)cc1,1%,3%[11.4 µM],-7%,-6%[11.4 µM],1%,2%,-2,39%[activator],-15%
O=[N+]([O-])c1ccccc1CNCCCCCO,-1%,8%,-26%,?,-2%,7%,0,47%[activator],?
CCC(=O)NCCc1cc2cc(C)c(C)cc2[nH]c1=O,-8%,2%,-3%,-18%,-1%,i,4,15%,-6%
Cc1cc(Br)c(Oc2cc(NN3CCCCC3)c([N+](=O)[O-])cc2[N+](=O)[O-])c(Br)c1,0%,1%,8%,9%,2%,5%,2,5%,5%
O=C(CNS(=O)(=O)c1ccccc1)NCC(=O)N1CCCCC1,4%,11%[2.29 µM],-17%,22%[2.29 µM],-1%,1%,0,23%,-4%
O=C(NNC(=S)NCc1ccccc1)c1cccc([N+](=O)[O-])c1,0%,-6%,-13%,3%[57.1 µM],?,-5%,-6,20%,?
COc1cc(S(=O)(=O)n2c(C)nc3ccccc32)ccc1F,0%,5%[57.1 µM],-3%,2%[57.1 µM],9%,4%,3,22%,-3%
CCc1cc(SC#N)cc(C)c1NC(=O)CCl,-17%,20%[57.1 µM],-15%,?,10%,-10%,-26,47%[activator],1%
Cc1cc(Cl)c(S(=O)(=O)N2CCN(c3cccc(C)c3C)CC2)cc1OCC(N)=O,-2%,-4%,-28%,-4%,.,-7%,1,13%,0%
O=C(NCc1cccc(F)c1)c1cccc2c1C(=O)c1ccc(N3CCCC3)cc1S2(=O)=O,-2%,4%[57.1 µM],?,11%,0%,i,-4,48%[activator],?
Cc1ccsc1C(=O)NCCC(c1ccccc1)c1ccccc1,2%,-10%,-9%,-3%,10%,-7%,-1,70%[activator],-10%
COC(=O)CCCNc1ncccc1[N+](=O)[O-],1%,8%,-22%,9%[57.1 µM],3%,0%,-24,15%,1%
COc1cccc(/C=N/NC(=O)C(=O)NCc2ccco2)c1OC,3%,9%[57.1 µM],-7%,-6%,9%,1%,6,22%,-2%
CCSc1nnc(NC(=O)COc2cccc3ccccc23)s1,1%,11%,0%,27%,-6%,2%,1,32%,13%
CC(C)Sc1ncnc2c1oc1ccccc12,8%,-2%,-7%,9%,-3%,i,-3,112%,-9%
CCOc1ccc(CN2CCN(C(=O)c3ccco3)CC2)cc1,2%,3%,-4%,12%,6%,0%,2,?,-8%
CC(=O)c1c(C)nc(Nc2nc(C)c3cc(C)ccc3n2)nc1C,-2%,9%,1%,-11%,13%,1%,-7,44%[activator],6%
CC1CN(C(=O)c2ccc(OC3CCN(Cc4ccccn4)CC3)cc2)CCN1C (centres undefined),13%,5%[57.1 µM],-7%,9%[57.1 µM],3%,i,-1,13%,-15%
O=C1CC(c2ccc(F)cc2)c2cc3c(cc2N1)CCC3 (centres undefined),9%,-4%,-19%,-4%,1%,i,0,30%,-5%
CC(CCn1cccn1)NC(=O)CCc1nnc(C2CCCCC2)o1 (centres undefined),-4%,6%[57.1 µM],-21%,12%,-7%,-4%,13,41%[activator],-3%
COc1ccc(OC)c(CNC(=O)c2nn(C)c3c2CS(=O)(=O)c2ccccc2-3)c1,-8%&-11%,17%[57.1 µM],-20%&-35%,50%[activator][57.1 µM],-9%&-5%,3%&0%,2&-1,64%&35%[activator],15%&-2%
O=C(COc1ccc(Br)cc1)N1CCN(S(=O)(=O)/C=C/c2ccccc2)CC1,2%,-13%,-9%,-2%,5%,i,-3,16%,0%
O=S(=O)(c1cccc(Cl)c1)N1CCN(c2nc(-c3ccccc3)nc3ccccc23)CC1,.,3%,.,7%,.,.,.,26%,2%
O=C(Nc1ccc2oc(-c3ccc(F)cc3)nc2c1)c1ccccc1F,3%,30%,-9%,5%,0%,-9%,14,30%,1%
Cc1n[nH]c(C)c1CCc1nc2c3ccccc3nc(SCC(=O)Nc3ccccc3F)n2n1,5%,9%[57.1 µM],-13%,11%[57.1 µM],-7%,i,-5,26%,12%
CC1=C(C(=O)OC2CCCCCCC2)C(c2cc3c(cc2Br)OCO3)CC(=O)N1 (centres undefined),-14%,6%,?,14%,-6%,-9%,4,-6%,5%
COc1ccc(NC(=O)CCS(=O)(=O)c2ccc3c(c2)n(C)c(=O)c(=O)n3C)cc1Cl,.,-3%,-5%,-21%,-3%,.,2,30%,0%
OC(COc1cccc(OCC(O)CN2CCOCC2)c1)CN1CCOCC1 (centres undefined),-3%&11%,-1%[57.1 µM],-3%&-20%,6%[57.1 µM],1%&12%,6%&-10%,-1&-9,18%&58%,0%&-1%
CCCN(CCC)c1ccc(/C=N/NC(=O)CN2CCOCC2)cc1,0%,91%[activator],-7%,-13%,-9%,-8%,-2,37%,-2%
COc1ccc(-c2nc(CS(=O)CC(=O)NCc3ccco3)c(C)o2)cc1 (centres undefined),10%,11%[57.1 µM],-20%,-17%[57.1 µM],-10%,-3%,5,34%,?
Cn1c(N)c(C(=O)COC(=O)CNS(=O)(=O)c2ccc(Cl)c(Cl)c2)c(=O)n(C)c1=O,-10%,-8%,-15%,-8%,11%,-7%,-1,12%,0%
COc1ccc(NC(=O)c2ccco2)cc1S(=O)(=O)N1CCCCC1,3%,-2%,-4%,5%,6%,-3%,-10,2%,-1%
O=C(N/N=C/c1ccsc1)c1cc(-c2ccncc2)nc2ccccc12,0%,-3%,-21%,-3%,17%,-12%,-4,16%,-7%
COc1ccc(-c2nnc(SCC(=O)c3ccc[nH]3)o2)cc1,1%,0%,-19%,7%,-4%,-10%,-6,18%,24%
COC(=O)c1nn(-c2ccccc2)c(Cl)c1/C=N/OCc1c(Cl)cccc1Cl,-2%,-4%,2%,-7%,0%,-6%,-2,26%,57%[activator]
Nc1ccccc1Sc1ccc(C(=O)c2ccccc2C(=O)O)cc1[N+](=O)[O-],-6%,6%[57.1 µM],4%,30%[57.1 µM],2%,i,-3,1%,-5%
CCOc1ccc(/C=N/NC(=O)C(C)N(c2ccc(OC)cc2)S(C)(=O)=O)cc1OCC (centres undefined),1%,-6%,0%,-4%,8%,3%,-2,22%,-13%
COC(=O)c1cnn(-c2ccc(F)cc2F)c1/C=N/NC(N)=S,-3%,-7%,3%,7%,14%,-3%,-2,35%,1%
O=C(Nc1nccs1)C(F)(F)C(F)(F)C(F)(F)C(=O)Nc1nccs1,2%,-4%,-5%,2%,0%,8%,-21,30%,-2%

From PubChem

Some of the compounds tested; rates above refer to the full screens.
